Pf growth 96h – P. falciparum growth inhibition at 96 hour, primary screen for plastid delayed-death inhibitors; P. falciparum luciferase reporter growth, 96 h; Potency, µM (doses to about 28.7 µM), without a hit: top-dose activity change, negative = inhibition, actives largely listed as inhibitors; 6.9% of 320,000 active
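P. falciparum expressing integrated firefly luciferase grown in erythrocytes (2% hematocrit, 0.05% parasitemia final) with compounds for 96 hours at 37 C, 5% CO2. Growth inhibition read as loss of luminescence after adding luciferase detection reagent.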
HCV inhibitor – HCV inhibition. Huh7.5.1 HCVcc-Cre infection, luciferase reporter, 44 h. Potency, µM (series often up to 41.8 µM), for inactives: at the top dose activity change, negative = inhibition, usual class: inhibitors. 3.4% of 340,000 active
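Infectious HCV cell culture screen: compound-treated cells (1,000/well, pre-plated 4 h) are infected with HCVcc-Cre at roughly 0.5 moi and grown 44 h. Infection is quantified by luciferase signal after 15 min substrate incubation at room temperature.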
Pf growth 48h – inhibits P. falciparum growth in the first generation, 48 h. 5.9% of 310,000 active. Potency, µM (titrated, usually from 28.7 µM), for the others: at the highest dose activity change, negative = inhibition, actives largely listed as inhibitors. P. falciparum luciferase growth in erythrocytes, 48 h. AID 504832
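Erythrocytes infected with P. falciparum carrying an integrated firefly luciferase reporter (2% hematocrit, 0.1% parasitemia final) were exposed to compounds in RPMI 1640 with 0.5% Albumax at 37 C, 5% CO2. Growth inhibition was scored as reduced luminescence.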
Sm TGR block – blocks Schistosoma mansoni thioredoxin glutathione reductase; purified TGR, DTNB reduction, TNB absorbance 405 nm; Potency, µM (titrated, usually from 114 µM), for the others: at the highest dose activity change, negative = inhibition, most hits filed as inhibitors; 3% of 360,000 active; AID 485364; further: nearly all actives have a fitted effect of over 60% in size
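Kinetic colorimetric format: TGR-catalysed, NADPH-driven DTNB reduction monitored via TNB absorbance. Enzyme dispensed at 20 nM; compound exposure 15 min at room temperature before reaction start.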
LmPK inh – blocks Leishmania mexicana pyruvate kinase activity; purified LmPK, Kinase-Glo ATP luminescence, 1 h; Potency, µM (doses to about 57.5 µM), inactives show at the top dose activity change, negative = inhibition, usual class: inhibitors; 0.37% of 290,000 active
Target sequence (Q27686 whole entry, looked up): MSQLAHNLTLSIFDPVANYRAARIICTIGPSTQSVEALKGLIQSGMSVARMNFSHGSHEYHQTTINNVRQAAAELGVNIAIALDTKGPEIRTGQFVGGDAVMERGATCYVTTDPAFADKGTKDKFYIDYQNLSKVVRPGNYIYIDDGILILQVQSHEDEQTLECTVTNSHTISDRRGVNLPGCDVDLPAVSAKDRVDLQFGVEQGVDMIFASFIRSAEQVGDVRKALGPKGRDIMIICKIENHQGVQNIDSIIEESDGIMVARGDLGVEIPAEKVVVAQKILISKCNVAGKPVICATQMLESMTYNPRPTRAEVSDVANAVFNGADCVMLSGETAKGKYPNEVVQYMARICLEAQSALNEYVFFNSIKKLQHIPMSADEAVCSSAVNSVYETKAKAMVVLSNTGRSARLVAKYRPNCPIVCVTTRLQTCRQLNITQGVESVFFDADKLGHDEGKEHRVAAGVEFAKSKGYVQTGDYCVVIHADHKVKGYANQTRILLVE
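Pyruvate kinase activity monitored as ATP production (luciferase luminescence). Conditions: 0.1 nM enzyme, 0.5 mM PEP, 0.1 mM ADP, 1 h, RT; normalized against uninhibited and no-enzyme wells.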
Tb PYK inh – blocks Trypanosoma brucei pyruvate kinase; TbPYK enzyme, Kinase-Glo Plus ATP luminescence, 45 min; 0.12% of 410,000 active; Potency, µM (top dose mostly 76.8 µM), without a hit: top-dose activity, negative = inhibition, usual class: inhibitors; Q57TT1; further: nearly all actives have a fitted effect of over 50% in size
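Activity of T. brucei pyruvate kinase was followed by Kinase-Glo Plus luminescence after the enzyme reacted 45 min at room temperature with 130 uM ADP (final) and substrate. Test compounds were added before ADP at multiple concentrations.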
Starred values were filed as active, the others as inactive; u = inconclusive; x = not tested or not shown; & = joins results of further samples; [ ] = remark or other dose. The call rests on the fitted dose curve; in most records, active means well fitted curve in the direction sought with a large enough effect; inconclusive means small, poorly fitted or top-dose-only effect, or another doubt; inactive means no such curve, though single readings can be large; an effect the other way counts as inactive or inconclusive. On the % scale 0 is the no-effect control and ±100 the full control effect; potency means the concentration at half of the fitted maximal effect.

Results follow in this order: Pf growth 96h, HCV inhibitor, Pf growth 48h, Sm TGR block, LmPK inh, Tb PYK inh
CCOC(=O)c1sc2nc(CN3CCN(c4cccc(C(F)(F)F)c4)CC3)[nH]c(=O)c2c1C
 : -15%, u, 3%, -14%, 0%, -5%
Cc1ccc(S(=O)(=O)CCC(=O)OC(C)C(=O)N2CCc3ccccc32)cc1 (stereo unspecified)
 : 4%, 0%, u, -15%, x, 4%
COc1cc(-c2nnc3n(CCc4ccccc4)c(=O)c4ccccc4n23)cc(OC)c1OC
 : u, u, u, -24%, 4%, 4%
CCOC(=O)NC(Nc1nc2ccccc2s1)(C(=O)OCC)C(F)(F)F (stereo unspecified)
 : u, 10%, -18%, -1%, 1%, -17%
O=C1C2CCCCN2C(=O)N1CCCCN1CCN(c2ccc([N+](=O)[O-])cc2)CC1 (stereo unspecified)
 : -3%[5.75 µM], u, -2%, -5%, 2%, -1%
Cc1cccc(C(=O)Oc2coc(CSc3nnc(NC(=O)C4CC4)s3)cc2=O)c1
 : -2%, -4%, 11%, -17%, 1%, -5%
COc1ccccc1/C=C/C(=O)OCc1nc2ccccc2c(=O)[nH]1
 : -17%, -14%, u, 7%, -6%, 0%
CC(C)CN1C(=O)c2ccc(C(=O)Nc3ccncc3)cc2C1=O
 : x, 6%, -5%, 0%, 1%, 0%
Cc1cccc(-n2cnc(C(=O)Nc3cccnc3)c2)n1
 : 193%[activator], 16%, 69%[activator], 1%, -2%, -2%
CCOC(=O)C1(Cc2ccccc2C(F)(F)F)CCN(C(=O)c2cc(C)n(C)n2)CC1
 : u, 1%, u, -10%[57.1 µM], -3%, 1%
N#CCCn1cc(C(=O)Nc2ccccc2Cl)c(-c2ccc(F)cc2)n1
 : 44%[activator], 4%, 7%, -26%, 4%, 0%
COc1cccc(-c2cc(C(=O)Nc3nc4ccccc4s3)c3ccccc3n2)c1
 : u, u, u, -21%, 0%, 3%
O=C(Nc1ccccc1-c1nnc(SCc2ccccc2)o1)c1ccccc1
 : u, u, u, 1%, 0%, -1%
O=C(NCc1ccco1)c1ccc2c(c1)CCO2
 : 4%, 16%, u, u, 9%, -1%
CNC(=O)COC(=O)c1cc2c(s1)CCCC2
 : 26%, 0%, 14%, -2%, 2%, -2%
Cc1nc2c3cc(F)ccc3n(CCN3CCCCC3)c2s1
 : 0%, -29%, u, 10%, -1%, 1%
CCN(Cc1ccccc1)S(=O)(=O)c1ccc2oc(C(=O)O)c(C)c2c1
 : x, -3%, u, -10%, 3%, 5%
CC1CCCN(CCCNS(=O)(=O)c2cc(Br)cc3c2N(C(=O)C2CC2)CC3)C1 (stereo unspecified)
 : 21%, -10%, -5%, -8%, -5%, -6%
O=c1oc2ccccc2cc1-c1csc(Cc2nc(-c3ccc(Cl)cc3)cs2)n1
 : -5%, u, 18%, -3%, 3%, -1%
CCN1C(=O)N(c2ccc(C(C)=O)cc2)S(=O)(=O)c2ccccc21
 : -26%, 12%, 25%, 6%&-17%, -3%, -1%&-2%
Cc1ccc(CSc2ncnc3ccccc23)cc1
 : 31%[activator], -16%, -5%, 1%, -1%, -5%
CSc1ccccc1C(=O)N1CCCC(CCC(=O)NCc2ccc(F)c(F)c2)C1 (stereo unspecified)
 : u, x, u, -2%, 0%, 2%
O=c1c2cnn(-c3ccc(F)cc3)c2ncn1Cc1cccnc1
 : 155%[activator], -10%, 3%, 3%, 2%, 9%
CCn1c(=O)c(C(=O)CN2c3ccccc3CC2C)c(N)n(Cc2ccccc2)c1=O (stereo unspecified)
 : u, u, u, -5%, -4%, -3%
Cc1ccc(-c2c(C(=O)N/N=C/c3ccco3)nnn2-c2nonc2N)cc1
 : u, -5%, u, -26%, -1%, 1%
CCN(C(=O)COC(=O)CCc1c[nH]c2ccccc12)c1c(N)n(Cc2ccccc2)c(=O)[nH]c1=O
 : 0%, 0%, 5%, -10%, x, 2%
COC(=O)c1cc(-c2ccc(Br)cc2)n[nH]1
 : u, 11%, x, -3%, 0%, 3%
CCCN(CCC)CCCNc1ccc2nnc(-c3ccc(F)cc3)n2n1
 : -19%, 6%, u, 5%, 2%, -2%
O=C(NC1CCCc2ccccc21)c1ccc2c(c1)OCO2 (stereo unspecified)
 : -6%, -5%, u, x, -9%, 0%
COCCN(C(=S)Nc1c(C)cccc1C)C(C)c1ccco1 (stereo unspecified)
 : 14%, -3%, -5%, 14%, 0%, 9%

Given in CSV form: entries from further up
SMILES,Pf growth 96h,HCV inhibitor,Pf growth 48h,Sm TGR block,LmPK inh,Tb PYK inh
CCCN(CCC)CCCNc1ccc2nnc(-c3ccc(F)cc3)n2n1,-19%,6%,u,5%,2%,-2%
O=C(NC1CCCc2ccccc21)c1ccc2c(c1)OCO2 (stereo unspecified),-6%,-5%,u,x,-9%,0%

(cont.)
Results follow in this order: Pf growth 96h, HCV inhibitor, Pf growth 48h, Sm TGR block, LmPK inh, Tb PYK inh
CC(C)NCC(O)COC1C2CC3CC(C2)CC1C3 (stereo unspecified)
 : 4%, 28%, 8.3µM*, 6%, 1%, -3%
COc1ccc(-c2nc(CN3CCN(Cc4cccc(F)c4)CC3)c(C)o2)cc1
 : u, -3%, u, 8%, 6%, 4%
O=C(c1ccc(NS(=O)(=O)c2ccc(Cl)c(Cl)c2)cc1)N1CCOCC1
 : 5%, -3%, u, -10%, x, 3%
O=C(CSc1nnc(NC(=O)c2ccccc2F)s1)Nc1ccccc1F
 : 21%, -5%, 53%[activator], 2%, -11%, 3%
CC(C)CNC(=S)Nc1ccc(Oc2ccccc2)cc1
 : 5.2µM*, u, 5%, 1%, 2%, -14%
CCOc1ccc(Cl)cc1S(=O)(=O)N1CCN(c2ccc(C)c(C)c2)CC1
 : x, -19%, u, -1%, 1%, 3%
COc1cc(C(=S)N2CCOCC2)ccc1OC(=O)c1ccc([N+](=O)[O-])cc1[N+](=O)[O-]
 : -5%, -14%, 0%, -22%, -2%, -8%
COC(=O)c1ccc(CSc2nnnn2-c2ccc(C)cc2C)o1
 : -12%[5.75 µM], 8%, u, u, -1%, -5%
CN1CCN(S(=O)(=O)c2cc(C(F)(F)F)ccc2Cl)CC1
 : 0%, 25%, 19%, 4%, -6%, 11%
COc1ccc(-n2c(CNC(=O)c3cccs3)n[nH]c2=S)cc1
 : -4%, 1%, 5%, -1%, -4%, u

Some entries already given, showing only HCV inhibitor and Pf growth 96h.
smiles	HCV inhibitor	Pf growth 96h
COc1ccc(-c2nc(CN3CCN(Cc4cccc(F)c4)CC3)c(C)o2)cc1	-3%	u
O=C(c1ccc(NS(=O)(=O)c2ccc(Cl)c(Cl)c2)cc1)N1CCOCC1	-3%	5%

Other entries
Results follow in this order: Pf growth 96h, HCV inhibitor, Pf growth 48h, Sm TGR block, LmPK inh, Tb PYK inh
Cc1cc(-c2n[nH]c(=S)n2CC(C)C)cs1
 : -23%, -3%, -17%, 6%, u, u
O=S(=O)(NCCCc1ccccc1)c1ccc(Cl)cc1
 : 9.3µM*, 7%, 6%, -1%, 3%, -9%
COc1cc(S(=O)(=O)n2nc(C)cc2C)c(OC)cc1Cl
 : u, 18%, x, -12%, 0%, 7%
CCOc1ccccc1N1CCN(C(=O)NC2CCCCC2)CC1
 : 1.7µM*, 12%, -7%, -2%, 2%, 1%
Oc1ccc(/C=C/c2cnccn2)cc1
 : 2%, -21%, 88%[activator], -18%, -30%, 3%
Cc1ccc(S(=O)(=O)NC2c3cccc4cccc(c34)C2Sc2ncccn2)cc1 (stereo unspecified)
 : u, u, u, -3%, 4%, 4%
NC(N)=N/N=C/c1ccc(OCc2ccccc2Cl)cc1
 : 0.13µM*, u, 0.15µM*, 3%, 7%, 1%
O=C(O)c1cccc(Nc2c([N+](=O)[O-])c(=O)oc3ccccc23)c1
 : 30%, 20%, 16%, -1%, 3%, 12%
COc1ccc(C(=O)C2CCN(S(=O)(=O)c3ccc4c(c3)OCCO4)CC2)cc1
 : u, u, -22%, -15%, 6%, 8%
CCS(=O)(=O)N1CCC(C(=O)NCCc2ccc(C)cc2)CC1
 : u, 6%, 4%, -2%, 2%, 0%
COc1ccc(CNC(=O)CN(Cc2ccc(Cl)cc2)S(=O)(=O)c2ccccc2)cc1
 : x, -12%, -18%, 6%, 7%, 3%
CCOC(=O)N1CCC(NC(=O)CCN2C(=O)COc3ccccc32)CC1
 : 43%[activator], 2%, 4%, -2%, -5%, 3%
CC(C)NC(=O)N1CCOCCOCCN(C(=O)NC(C)C)CCOCCOCC1
 : 10%[5.75 µM], 20%&8%, 12%, 15%, -13%, -13%
O=C(NC(CC1CCCCC1)C(=O)O)c1ccccc1 (stereo unspecified)
 : 41%[activator], 14%, 39%[activator], -3%, x, -3%
NC(N)=NC(=O)c1nc(Cl)c(N2CCCCCC2)nc1N
 : 9.3µM*, u, 4.7µM*, -3%, x, 2%
O=C(O)c1cc(O)ccc1-c1ccc(O)cc1
 : -18%, -11%, 1%, 1%, 4%, 3%
CCNC(=S)N/N=C/c1sc(N2CCCCC2)nc1-c1cccs1
 : 0.17µM*, -4%, 0.26µM*, 7%, 4%, -2%
CCCCn1nc2cc(C(=O)NCc3ccc(OC)cc3)ccc2c1OCC
 : 50%[activator], u, -26%, -27%, 1%, 1%
CC(CNC(=O)C1CCCN(S(=O)(=O)N2CCOCC2)C1)c1ccccc1 (stereo unspecified)
 : u, 22%, u, -2%, 3%, 0%
Cc1ccc([N+](=O)[O-])cc1Nc1nc(N2CCCC2)nc(N2CCCC2)n1
 : 7%, -11%, 3%, -1%, 11%, -4%
Cc1ccccc1-n1nc2c(c1NC(=O)CC(C)C)CS(=O)C2 (stereo unspecified)
 : 13%, 14%, 27%, u, -1%, 2%
COc1cc2c(cc1OC)-c1cc(N3CCc4ccccc43)nc(=O)n1CC2
 : 12µM*, 0%, u, 1%, 1%, -14%
Cc1sc2ncn(CC(=O)Nc3cccc(S(N)(=O)=O)c3)c(=O)c2c1-c1ccccc1
 : 1%, -3%, 11%, -3%, 5%, -1%
COc1cccc(NC(=S)N(Cc2ccc(C(=O)O)cc2)Cc2ccc(OC)c(OC)c2)c1
 : -11%, 15%, -15%, 0%, 1%, -12%
COc1ccc(NC(=O)CN(C)C(=O)CN2C(=O)NC3(CCCC3)C2=O)cc1
 : 23%, 8%, u, 2%, x, 2%
CCCCCCC1CCC(C(=O)NC(CCSC)C(=O)NC(C(=O)OC)C(C)C)CC1 (stereo unspecified)
 : u, u, x, -18%, 8%, -25%
O=C(CSc1c(F)c(F)cc(F)c1F)Nc1ccc(C2SCCS2)cc1
 : -12%, u, -4%, 12%, 0%, 1%
Cc1cccc(NC(=O)c2sc3nc(N)c(C#N)cc3c2N)c1
 : u, 6%, u, -11%, 1%, -2%
Cc1n[nH]c(=O)c2c(NC(=O)CSc3c(Cl)cccc3Cl)oc(C)c12
 : 13%, u, 1%, -34%, x, u

At a glance, part of the list above.
Results follow in this order: Pf growth 96h, HCV inhibitor, Pf growth 48h, Sm TGR block, LmPK inh, Tb PYK inh
COc1ccc(NC(=O)CN(C)C(=O)CN2C(=O)NC3(CCCC3)C2=O)cc1
 : 23%, 8%, u, 2%, x, 2%
CCCCCCC1CCC(C(=O)NC(CCSC)C(=O)NC(C(=O)OC)C(C)C)CC1 (stereo unspecified)
 : u, u, x, -18%, 8%, -25%
O=C(CSc1c(F)c(F)cc(F)c1F)Nc1ccc(C2SCCS2)cc1
 : -12%, u, -4%, 12%, 0%, 1%
Cc1cccc(NC(=O)c2sc3nc(N)c(C#N)cc3c2N)c1
 : u, 6%, u, -11%, 1%, -2%
Cc1n[nH]c(=O)c2c(NC(=O)CSc3c(Cl)cccc3Cl)oc(C)c12
 : 13%, u, 1%, -34%, x, u

Assay outcomes from PubChem BioAssay.
